Assay outcomes as filed in PubChem.
V-ATPase pH: yeast V-ATPase proton transport regulation by pHLuorin; response, % at 10 µM; S. cerevisiae, pHLuorin cytosolic pH fluorescence; hit rate 0.37% among 350,000; in the data active means response mostly above about 7.3%, no sharp cut-off; inactive means mostly below about 5.4%; further: actives read high; inactives centre near 0; some compounds called inactive have numbers as strong as hits; reference of the scale not given here
PKA-R1A activ: activates the PKA-R1A holoenzyme complex; PKA-R1A dissociation, Cy5-IP20 fluorescence polarization; scaled: DMSO 0%, 113 µM cGMP 100%; activation, % at 11.4 µM; hit rate 0.083% among 340,000;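 active means percent activation above the mean of all tested compounds plus 3 SD, cut at about 19% in these data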;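 further: higher means more PKAc released from R1A so a rise in polarization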
PKA-R2B activ: PKA-R2B complex activation | P22694+P31323 | PKA-R2B holoenzyme dissociation, Cy5-IP20 fluorescence polarization; R2B truncated from residue 108, S112A mutant; 0% DMSO only, 100% 113 µM cGMP | activation, % at 11.4 µM | hit rate 0.079% among 340,000;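 active means activation above a cutoff set at the mean over all compounds plus 3 SD, cut at about 18% in these data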;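 further: higher means more holoenzyme dissociation and a rise in polarization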
Target sequence (P31323 whole entry, looked up, other chains not shown, the tested form may be a part): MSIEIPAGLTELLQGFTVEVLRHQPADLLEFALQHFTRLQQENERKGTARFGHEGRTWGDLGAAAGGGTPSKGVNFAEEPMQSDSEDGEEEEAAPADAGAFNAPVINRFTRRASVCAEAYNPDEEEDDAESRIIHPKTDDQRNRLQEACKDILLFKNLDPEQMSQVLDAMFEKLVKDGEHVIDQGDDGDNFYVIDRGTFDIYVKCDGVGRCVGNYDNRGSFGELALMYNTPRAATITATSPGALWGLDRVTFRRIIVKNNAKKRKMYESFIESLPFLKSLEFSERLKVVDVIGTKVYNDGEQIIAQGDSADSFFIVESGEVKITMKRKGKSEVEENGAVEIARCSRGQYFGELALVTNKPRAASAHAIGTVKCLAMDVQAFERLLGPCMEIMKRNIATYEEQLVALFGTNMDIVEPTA
HTR5A ag ctr: counter-screen for OPRM1-OPRD1 agonists: human HTR5A agonism | P47898 | HTR5A agonist assay, luminescence, cell-based | activation, % at 9.3 µM | hit rate 0.61% among 340,000 | AID 504692; in the data active means activation mostly above about 9.5%, no sharp cut-off; inactive means mostly below about 7.6%;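 further: 0% = cells with vehicle only and 100% = reference agonist; strong numbers were not always called active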
Target sequence (P47898 whole entry, looked up): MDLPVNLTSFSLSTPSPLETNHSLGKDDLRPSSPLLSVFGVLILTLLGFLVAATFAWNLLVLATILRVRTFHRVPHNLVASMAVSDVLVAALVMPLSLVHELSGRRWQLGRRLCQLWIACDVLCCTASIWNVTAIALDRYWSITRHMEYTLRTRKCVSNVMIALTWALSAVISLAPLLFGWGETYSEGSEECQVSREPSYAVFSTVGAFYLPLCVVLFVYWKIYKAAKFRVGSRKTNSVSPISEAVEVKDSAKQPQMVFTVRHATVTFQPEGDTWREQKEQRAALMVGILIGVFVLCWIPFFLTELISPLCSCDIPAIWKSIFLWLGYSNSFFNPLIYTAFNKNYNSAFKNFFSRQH
Arrestin-AP2 inh: human beta-arrestin and AP2 interaction inhibition; FITC-arrestin peptide / GST-AP2 beads, flow cytometry; AP2 beta2 appendage carries R879A mutation; hit rate 0.31% among 340,000; inhibition, % at 10 µM;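 active means inhibition above a set limit, near 3 SD of compounds lacking own fluorescence, cut at about 54% in these data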;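 further: plate controls were DMSO wells for no effect and 5 µM unlabelled arrestin peptide for full effect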
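Assay system: GST-AP2 R879A bound to glutathione beads, E. coli-expressed; Medium: PBS with 0.05% Tween 20 and 0.1% BSA; Also added: fluorescein-tagged arrestin peptide at 50 nM final; Timing: 12 min plus 1 h, RT; Measured by: flow cytometry, FL1 (488/535 nm); Evaluation: percent drop in bead-associated FITC signal.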
DAGLB inhibitor: diacylglycerol lipase beta (human) inhibition; Q8NCG7; HEK293T DAGLB membrane lysate, EnzChek fluorogenic substrate; inhibition, % at 5.17 µM; hit rate 0.059% among 340,000; AID 504411; in the data active means inhibition above about 34%;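 further: 0% = enzyme with vehicle and 100% = wells lacking enzyme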
DSG3 Ab inh: inhibitors of pemphigus antibody binding to human desmoglein-3; binding (percent of control), % at 10 µM; DSG3-coupled beads, scFv-anti-DSG3-GFP binding, flow cytometry; hits give low values; P32926; hit rate 0.48% among 310,000; AID 588358;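 active means binding more than 3 SD below its plate's average and above zero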;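 further: hits lower antibody fragment binding to DSG3; some compounds called inactive have numbers as strong as hits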
OPRM1-OPRD1 ag: agonists of human mu-delta opioid receptor heterodimerization; activation, % at 9.3 µM; hit rate 0.3% among 340,000; cells, OPRM1-OPRD1 heterodimerization, luminescence; P35372+P41143; in the data active means activation above about 18%;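 further: 0% = vehicle-treated cells and 100% = reference agonist; values of inactives mirror those of a sister screen read the other way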
MOR-DOR inv ag: inverse agonist of human OPRM1-OPRD1 heterodimerization; inhibition, % at 9.3 µM; cell-based MOR-DOR heterodimer luminescence, inverse agonism; P35372+P41143; hit rate 0.21% among 340,000; in the data active means inhibition above about 22%, passing the limit was not always enough;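 further: 0% = cells with DMSO and 100% = wells without cells with DMSO; values of inactives mirror those of a sister screen read the other way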
HTR5A inv ctr: counter-screen for OPRM1-OPRD1 inverse agonists: human HTR5A inverse agonism. hit rate 0.083% among 340,000. P47898. inhibition, % at 9.3 µM. HTR5A cell line, luminescence. AID 504634; in the data active means inhibition mostly above about 23%, no sharp cut-off; inactive means mostly below about 18%;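 further: 0% = cells with DMSO and 100% = no-cell wells with DMSO; some compounds called inactive have numbers as strong as hits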
* marks the source's active call; other numbers are inactive results; x = no result given.

Start of the listing, in advance:
SMILES	V-ATPase pH	PKA-R1A activ	PKA-R2B activ	HTR5A ag ctr	Arrestin-AP2 inh	DAGLB inhibitor	DSG3 Ab inh	OPRM1-OPRD1 ag	MOR-DOR inv ag	HTR5A inv ctr
O=C(Nc1ccccc1C(=O)O)c1ccc(NC(=O)C2CCCO2)cc1 (stereo unspecified)	2	-12	-13	7	4	-1	109	-3.0	12	-17
COc1ccc(-c2csc(N(CCc3ccc(OC)c(OC)c3)C(=O)COc3ccccc3)n2)cc1	-3	7	0	-1	7	-13	94	-1.9	10	4

Main list, from the first entry:
SMILES	V-ATPase pH	PKA-R1A activ	PKA-R2B activ	HTR5A ag ctr	Arrestin-AP2 inh	DAGLB inhibitor	DSG3 Ab inh	OPRM1-OPRD1 ag	MOR-DOR inv ag	HTR5A inv ctr
O=C(Nc1ccccc1C(=O)O)c1ccc(NC(=O)C2CCCO2)cc1 (stereo unspecified)	2	-12	-13	7	4	-1	109	-3.0	12	-17
COc1ccc(-c2csc(N(CCc3ccc(OC)c(OC)c3)C(=O)COc3ccccc3)n2)cc1	-3	7	0	-1	7	-13	94	-1.9	10	4
Cc1ccc(S(=O)(=O)N(Cc2ccccc2)c2ccccc2C(=O)NCc2cccnc2)cc1	-1	-6	5	1	6	1	97	-1.4	8	10
CCOc1ccc(N(CC(=O)Nc2cc(C)cc(C)c2)S(C)(=O)=O)cc1	5	-5	-5	-2	20	-4	103	4.8	-22	7
Clc1ccc(CSc2ncccn2)cc1	-5	2	7	-2	-3	-4	101	-0.8	5	-3
Cc1cc(C(=O)CN2C(=O)C(=O)N(Cc3ccco3)C2=O)c(C)n1CCc1ccc(F)cc1	1	2	2	-2	-2	-2	105	-2.2	9	5
COc1ccc(NC(=S)NC23CC4CC(CC(C4)C2)C3)cc1OC	5	15	-6	11	8	-1	110	2.1	-11	-10
O=C(Nc1cccc(S(=O)(=O)N2CCOCC2)c1)c1ccc2ccccc2n1	-4	7	-5	1	-9	-4	100	-1.2	6	-19
OCC1CCCN1C(=S)Nc1ccccc1 (stereo unspecified)	3	-4	-6	1	21	-3	100	-0.5	2	-30
CN(C)S(=O)(=O)c1ccc(Cl)c(NC(=O)CN2CCc3ccccc3C2)c1	-1	-8	4	3	-2	-3	105	0.9	-5	-7
O=C(Oc1ccccc1/C=C\C(=O)c1cc2ccccc2o1)c1ccccc1	-4	5	-10	8	10	3	124	-0.3	2	-2
CC12CN3CCN(CC(C3)/C1=N/N=C/c1cccc([N+](=O)[O-])c1)C2	-5	-14	0	3	-7	-1	104	-3.2	16	9
Cc1c(Br)c(C(=O)NNC(=O)c2ccc(C(C)(C)C)cc2)nn1C	-2	1	-13	-1	22	1	110	0.8	-4	19
O=C(O)CSc1c2c(nc3cc(C(=O)Nc4ccc(F)c(Cl)c4)ccc13)CCCC2	4	5	3	-2	8	0	104	-0.5	2	4
COc1ccc(S(=O)(=O)N2CCCCCC2)cc1NC(=O)CN1C(=O)NC(C)(c2ccccc2)C1=O (stereo unspecified)	1	-4	-1	-1	-11	0	100	-0.4	3	4

Sorted by formula weight (smallest number first): some entries from above
SMILES	V-ATPase pH	PKA-R1A activ	PKA-R2B activ	HTR5A ag ctr	Arrestin-AP2 inh	DAGLB inhibitor	DSG3 Ab inh	OPRM1-OPRD1 ag	MOR-DOR inv ag	HTR5A inv ctr
OCC1CCCN1C(=S)Nc1ccccc1 (stereo unspecified)	3	-4	-6	1	21	-3	100	-0.5	2	-30
Clc1ccc(CSc2ncccn2)cc1	-5	2	7	-2	-3	-4	101	-0.8	5	-3
CC12CN3CCN(CC(C3)/C1=N/N=C/c1cccc([N+](=O)[O-])c1)C2	-5	-14	0	3	-7	-1	104	-3.2	16	9
COc1ccc(NC(=S)NC23CC4CC(CC(C4)C2)C3)cc1OC	5	15	-6	11	8	-1	110	2.1	-11	-10
O=C(Oc1ccccc1/C=C\C(=O)c1cc2ccccc2o1)c1ccccc1	-4	5	-10	8	10	3	124	-0.3	2	-2
Cc1c(Br)c(C(=O)NNC(=O)c2ccc(C(C)(C)C)cc2)nn1C	-2	1	-13	-1	22	1	110	0.8	-4	19
O=C(Nc1cccc(S(=O)(=O)N2CCOCC2)c1)c1ccc2ccccc2n1	-4	7	-5	1	-9	-4	100	-1.2	6	-19
CN(C)S(=O)(=O)c1ccc(Cl)c(NC(=O)CN2CCc3ccccc3C2)c1	-1	-8	4	3	-2	-3	105	0.9	-5	-7
O=C(O)CSc1c2c(nc3cc(C(=O)Nc4ccc(F)c(Cl)c4)ccc13)CCCC2	4	5	3	-2	8	0	104	-0.5	2	4
Cc1cc(C(=O)CN2C(=O)C(=O)N(Cc3ccco3)C2=O)c(C)n1CCc1ccc(F)cc1	1	2	2	-2	-2	-2	105	-2.2	9	5
COc1ccc(-c2csc(N(CCc3ccc(OC)c(OC)c3)C(=O)COc3ccccc3)n2)cc1	-3	7	0	-1	7	-13	94	-1.9	10	4
COc1ccc(S(=O)(=O)N2CCCCCC2)cc1NC(=O)CN1C(=O)NC(C)(c2ccccc2)C1=O (stereo unspecified)	1	-4	-1	-1	-11	0	100	-0.4	3	4

(list continues)
SMILES	V-ATPase pH	PKA-R1A activ	PKA-R2B activ	HTR5A ag ctr	Arrestin-AP2 inh	DAGLB inhibitor	DSG3 Ab inh	OPRM1-OPRD1 ag	MOR-DOR inv ag	HTR5A inv ctr
COc1ccc(Nc2nc(NCc3ccco3)nc(N/N=C/c3ccccc3)n2)cc1	1	-2	2	-5	17	-1	102	-0.9	6	15
CN1CCN(c2ccc3sc(-n4ccc5ccccc54)nc3c2)CC1	-2	8	-14	x	x	-2	108	x	x	x
O=C(O)CSCC(=O)Nc1ccc(C2CCCCC2)cc1	0	-2	3	5	4	4	108	-0.2	1	-16
COc1ccc(CC(=O)OCC(=O)NC2CC2)cc1	0	-7	0	-2	-1	-1	x	-1.5	6	6
CNC(=O)c1c(C)noc1C	-2	-3	5	-3	-7	-1	106	-3.7	19	7
CCOc1cc(/C=N/NC(=O)c2cccnc2)cc(Br)c1OCC(N)=O	-2	-13	3	-6	-5	-3	103	-1.1	6	14
O=C1c2ccccc2C(=O)N1c1ncc(Cc2ccc(Cl)cc2)s1	-1	-6	2	-5	-1	8	x	1.5	-8	11
COc1ccc(C(=O)Nc2cc(Cl)ccc2C(=O)O)cc1	2	-8	-3	7	21	7	105	-0.2	1	-19
Cc1ccc(F)cc1NC(=O)COC(=O)COc1ccc(C#N)cc1	1	-2	8	-3	-10	-1	102	-1.4	9	10
CCN(C(=O)c1c(-c2ccccc2Cl)noc1C)C1CCCCC1	-3	1	4	-1	4	0	115	0.5	-4	2
Cc1noc(C)c1COc1ccc(C(=O)NNC(=O)c2ccccc2F)cc1	-3	-7	-2	-3	-6	-3	108	-1.3	6	8
Cc1n[nH]c(C)c1-c1nc2ccccc2[nH]1	-4	-17	2	5	7	2	105	-1.1	6	5
O=C(Nc1ccc(Cl)c(Cl)c1)Oc1ccc(NC(=O)c2ccco2)cc1	-1	-10	3	3	28	3	115	0.2	-1	-6
CCOC(=O)N1CCN(C(=O)c2cc3cc(C)ccc3[nH]2)CC1	-1	-9	-6	3	21	-4	96	-2.2	11	-12
NCCNc1cc(N2CCCC2)ccc1[N+](=O)[O-]	-2	-8	-3	-2	31	0	96	-4.0	20	5
OCCOCCOCCn1c2ccccc2c2ccccc21	-1	-3	-5	2	2	0	104	-0.1	0	4
Cn1ccnc1CC(C)(O)c1ccccc1 (stereo unspecified)	-3	-11	2	x	x	-2	106	x	x	x
N#CC(CC(=O)OCc1ccccc1)NC(=O)OCc1ccccc1 (stereo unspecified)	0	0	-2	x	x	-9	104	x	x	x
COc1cccc(NC(=S)NCc2cccnc2)c1	-2	-6	-3	-3	5	2	x	-3.2	17	-21
N#Cc1cnn2c(-c3cccc([N+](=O)[O-])c3)ccnc12	-10	10	9	-2	-6	1	x	-0.2	1	7
CCN(CC(=O)Nc1c(F)cccc1F)C(=O)CCCOc1ccccc1	-3	-7	1	6	20	-1	99	-3.7	18	-7
O=C(O)c1cc(S(=O)(=O)O)cc(Nc2c3ccccc3nc3ccccc23)c1O	2	10	5	2	-6	-2	98	-1.5	7	-6
CC(Oc1ccc(Cl)cc1Cl)C(=O)NC(=S)N1CCc2ccccc21 (stereo unspecified)	9	0	-17	-3	14	-4	106	-1.8	10	41
Cc1ccc[n+](CC(=O)Nc2cc(C(F)(F)F)ccc2Cl)c1	3	0	-8	-1	-10	-2	89	-1.3	7	-1
CN(C(=O)c1cc(COc2ccc(F)c(F)c2)on1)C1CCOC1 (stereo unspecified)	3	-3	-6	-1	19	0	98	-2.1	11	-4
Cc1cccc(N2CCN(C(=O)c3cc4n(n3)C(C(F)(F)F)CC(c3ccco3)N4)CC2)c1C (stereo unspecified)	-7	-8	2	2	-2	-4	108	3.8	-21	-7
O=C(/C=C/c1ccc(S(=O)(=O)N2CCOCC2)cc1)N1CCN(c2ccccc2)CC1	3	-6	1	1	5	2	95	-1.9	10	-4
CO/N=C/CC(=O)c1ccc([N+](=O)[O-])c(CS(=O)(=O)c2ccc(Cl)cc2)c1	-1	-8	-1	1	-6	5	92	0.1	0	-2
CCCCN1C(=O)C(CC(=O)NCCc2ccccn2)CC(C(=O)N2CCOCC2)=C1C (stereo unspecified)	1	8	6	x	x	2	105	x	x	x
Cc1nc(-c2ccc3c(c2)OCO3)cs1	5	-3	-1	-4	14	-1	x	0.0	0	9
Cc1ccccc1CS(=O)(=O)CCC(=O)N1CCN(c2ccc(N3CCOCC3)nn2)CC1	-4	-14	-3	6	0	0	102	-0.4	2	-18
CC(O)CNc1nc2c(c(=O)n(Cc3cccc(Cl)c3)c(=O)n2C)n1C (stereo unspecified)	1	3	0	-2	-31	3	118	0.4	-2	6
Cc1ccc(-n2cccn2)c(CN2CCCC(C(=O)c3sccc3C)C2)c1 (stereo unspecified)	6	-1	8	3	4	-4	115	3.0	-14	-7
COc1c(Cl)cc(-c2noc(C)c2C(=O)NCCc2ccc(C)cc2)cc1Cl	-1	-12	-6	6	-5	-17	108	2.2	-11	-17
CCn1c(=O)c(=O)[nH]c2cc(C(=O)NCc3ccc(F)cc3)ccc21	0	7	4	-3	-3	-1	107	-2.2	12	7
Cc1nn(C)c(C)c1NC(=O)CC12CC3CC(CC(C3)C1)C2	-3	4	-4	-2	-2	1	83	-2.2	11	6
